# Compound activity deposited in PubChem by The Scripps Research Institute Molecular Screening Center.
# MITF inh: inhibitors of human MITF. O75030. AlphaScreen MITF homodimerization, bead proximity signal. inhibition, % at 2.6 µM. actives 0.91% (n = 650,000). AID 1259374; in the data active = inhibition above about 50%;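 note: 0% = vehicle wells with protein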
# Target sequence (O75030 whole entry, looked up): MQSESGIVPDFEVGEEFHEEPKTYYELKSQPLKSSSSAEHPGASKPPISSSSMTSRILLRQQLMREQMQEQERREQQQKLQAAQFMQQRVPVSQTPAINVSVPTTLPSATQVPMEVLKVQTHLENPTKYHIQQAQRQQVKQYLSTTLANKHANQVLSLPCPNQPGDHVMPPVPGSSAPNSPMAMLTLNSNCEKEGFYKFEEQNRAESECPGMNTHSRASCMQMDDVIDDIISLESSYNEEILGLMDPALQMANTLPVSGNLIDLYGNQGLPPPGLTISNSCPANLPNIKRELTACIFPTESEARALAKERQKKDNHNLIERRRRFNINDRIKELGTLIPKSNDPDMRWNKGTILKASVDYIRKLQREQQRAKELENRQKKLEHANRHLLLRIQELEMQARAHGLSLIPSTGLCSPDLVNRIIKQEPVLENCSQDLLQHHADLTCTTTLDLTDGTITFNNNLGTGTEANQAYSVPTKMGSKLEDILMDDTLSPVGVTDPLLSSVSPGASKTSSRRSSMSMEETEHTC
# GPR151 activ: activators of human GPR151; PathHunter beta-arrestin GPR151 cells, luminescence; AID 1508602; activation, % at 11.2 µM; actives 1% (n = 650,000); in the data active = activation above about 4.9%;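 note: 0% = median of compound wells and 100% = cells with positive control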
# Target sequence (Q8TDV0 whole entry, looked up): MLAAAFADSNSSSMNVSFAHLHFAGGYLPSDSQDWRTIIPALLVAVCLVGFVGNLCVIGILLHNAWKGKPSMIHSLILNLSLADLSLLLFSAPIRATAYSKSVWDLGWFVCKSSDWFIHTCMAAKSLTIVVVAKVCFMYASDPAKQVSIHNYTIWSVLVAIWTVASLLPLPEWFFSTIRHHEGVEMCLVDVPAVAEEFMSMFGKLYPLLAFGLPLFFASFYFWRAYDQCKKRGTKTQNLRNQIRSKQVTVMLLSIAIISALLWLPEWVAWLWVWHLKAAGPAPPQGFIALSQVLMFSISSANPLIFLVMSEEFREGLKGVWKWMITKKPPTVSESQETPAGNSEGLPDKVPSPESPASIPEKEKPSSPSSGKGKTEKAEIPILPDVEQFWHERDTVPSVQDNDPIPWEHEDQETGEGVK
# TEAD-YAP inh: TEAD-YAP interaction inhibition; actives 1.4% (n = 640,000); HEK-TIYL cells, TEAD-Gal4/YAP UAS-luciferase luminescence; AID 1259422; inhibition, % at 9.12 µM; in the data active = inhibition above about 32%;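 note: 0% = median of test compound wells and 100% = reference inhibitor wells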
# FBW7 activator: activators of human E3 ligase FBW7; normalized activity (activation), % at 26.1 µM; Q969H0; AlphaScreen FBW7–phospho-cyclin E peptide binding, activator screen; actives 0.13% (n = 650,000); in the data active = normalized activity above about 1.9%;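 note: purified mutant Fbw7 with reduced substrate affinity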
# An asterisk follows results filed as active.
# Abbreviations: A = MITF inh; B = GPR151 activ; C = TEAD-YAP inh; D = FBW7 activator
CCOC(=O)CNC(=O)/C(=C\c1ccc2c(c1)OCO2)NC(=O)c1ccccc1OC
  A = 3; B = 2.9; C = -3; D = 0.0
CCOc1ccc(C(=O)NC(=S)Nc2ccccc2C(=O)O)cc1[N+](=O)[O-]
  A = 12; B = -1.4; C = 3; D = 0.4
CN(C)CCNS(=O)(=O)c1ccc(Br)cc1
  A = -6; B = -0.4; C = 6; D = -0.1
CCS(=O)(=O)N1CCN(c2ccc([N+](=O)[O-])c(NC(C)c3ccccc3)c2)CC1 (configuration not stated)
  A = -13; B = -1.3; C = -1; D = -0.1
Cc1c(C(=O)N2CCN(c3ccccc3)CC2)sc2ncn(CC(=O)Nc3ccc(C(C)C)cc3)c(=O)c12
  A = 15; B = -1.0; C = 11; D = -0.4
OCCNc1nc(N2CCC(N3CCOCC3)CC2)nc2c1ncn2C1CCCCC1
  A = 5; B = -0.5; C = -2; D = 0.2
COc1ccccc1C1CC(c2ccccc2Cl)Nc2nc(N)nn21 (configuration not stated)
  A = 4; B = 0.7; C = 4; D = 0.1
Cc1ccc(S(=O)(=O)N(CC(=O)NC2CC2)c2cccc(C)c2)cc1
  A = 18; B = -0.4; C = 12; D = 0.2
CCN1CCN(CCOc2ccc(F)cc2)CC1
  A = 81*; B = 2.6; C = 9; D = -0.2
CCCc1ccc(OCc2ccc(C(=O)O)o2)c(OC)c1
  A = 17; B = -4.8; C = -64; D = 0.0
COc1ccc(-n2nc(C(=O)NCC(=O)Nc3ccc(OC)cc3OC)c3ccccc3c2=O)cc1
  A = 15; B = -0.6; C = 2; D = 0.1
O=C1N[C@@H](Cc2ccccc2)C(=O)N2C[C@@H](NCc3ccc(Cl)cc3)C[C@@H]12
  A = 4; B = -0.1; C = 15; D = -0.1
CCOC(=O)c1ccc(NC2=C(N3CCOCC3)C(=O)c3ccccc3C2=O)cc1
  A = 10; B = 0.1; C = 3; D = -0.5
COc1ccc(C(=O)NCc2nnc(SCC(=O)N3N=C(c4cccs4)CC3c3ccc(OC)cc3)n2-c2ccc(F)cc2)cc1 (configuration not stated)
  A = -7; B = 1.9; C = 0; D = -0.1
CCOc1ccc(CN2CCNC(=O)C2CC(=O)NCCCOC)cc1 (configuration not stated)
  A = -22; B = -0.4; C = -3; D = 0.1

# (more compounds)
# Abbreviations: A = MITF inh; B = GPR151 activ; C = TEAD-YAP inh; D = FBW7 activator
OCCN1CNC(=S)N(c2ccccc2)C1
  A = -9; B = -0.2; C = 5; D = -0.2
C=CCOC(=O)C1=C(C)NC2=C(C(=O)CCC2)C1c1cc(Br)c(O)c(OCC)c1 (configuration not stated)
  A = -7; B = -0.1; C = 9; D = -0.1
COC(=O)C1=C(C)N(C)C(C)=C(C(=O)OC)C1c1ccccc1C
  A = -5; B = -2.1; C = 3; D = 0.6
COCCn1c(=NC(=O)c2ccnn2C)sc2cccc(F)c21
  A = -4; B = -0.1; C = -12; D = -0.1
O=C(Nc1cccc(NC(=O)c2ccc([N+](=O)[O-])cc2Cl)c1)c1cccs1
  A = 13; B = 0.5; C = 4; D = 0.7
CCOc1ccc(C)cc1S(=O)(=O)NCC(c1cccn1C)N1CCCC1 (configuration not stated)
  A = 9; B = 5.2*; C = 1; D = -0.1
CC(=O)c1sc(NC(=O)CSc2ccccc2)nc1C
  A = 1; B = 0.4; C = -45; D = 0.0
O=C(NCc1cccnc1)c1ccc2nc(Nc3ccccc3)sc2c1
  A = 1; B = -1.5; C = 3; D = 0.0
Cc1ccc(OCC(=O)N2CCN(C(=O)COc3ccc(C)cc3Br)CC2)c(Br)c1
  A = -10; B = 1.0; C = 3; D = 0.1
CC(C)NC(=O)c1ccc(Cn2c(=S)[nH]c3ccc(Br)cc3c2=O)cc1
  A = -3; B = 0.3; C = -3; D = 0.0
CCOCCn1c(CN2CCN(C)CC2)nc2c1c(=O)n(C)c(=O)n2C
  A = -6; B = -1.2; C = 1; D = 0.0
N#Cc1ccccc1CNCc1ccc(Cl)cc1
  A = 52*; B = -0.1; C = 8; D = 0.1
CC(=O)c1ccc(NC(=O)c2ccc(N)cc2)cc1
  A = 17; B = -1.6; C = -44; D = 0.2
Cc1cccnc1NC(=O)C1CC(=O)N(c2ccc(F)cc2)C1 (configuration not stated)
  A = 7; B = 0.7; C = -3; D = 0.1
Cc1cccc(CS(=O)(=O)N2CC(c3nc(C4CC4)no3)C2)c1
  A = 9; B = -0.1; C = 9; D = 0.8

# Complete entries as entered above.
# Cc1cccc(CS(=O)(=O)N2CC(c3nc(C4CC4)no3)C2)c1 is listed with MITF inh = 9; GPR151 activ = -0.1; TEAD-YAP inh = 9; FBW7 activator = 0.8
# Cc1ccc(OCC(=O)N2CCN(C(=O)COc3ccc(C)cc3Br)CC2)c(Br)c1 is listed with MITF inh = -10; GPR151 activ = 1.0; TEAD-YAP inh = 3; FBW7 activator = 0.1

# The main list resumes; the 4 compounds before the break are reprinted first.
# Abbreviations: A = MITF inh; B = GPR151 activ; C = TEAD-YAP inh; D = FBW7 activator
N#Cc1ccccc1CNCc1ccc(Cl)cc1
  A = 52*; B = -0.1; C = 8; D = 0.1
CC(=O)c1ccc(NC(=O)c2ccc(N)cc2)cc1
  A = 17; B = -1.6; C = -44; D = 0.2
Cc1cccnc1NC(=O)C1CC(=O)N(c2ccc(F)cc2)C1 (configuration not stated)
  A = 7; B = 0.7; C = -3; D = 0.1
Cc1cccc(CS(=O)(=O)N2CC(c3nc(C4CC4)no3)C2)c1
  A = 9; B = -0.1; C = 9; D = 0.8
CCCCCN=CC1=C(O)CC(c2ccccc2)CC1=O (configuration not stated)
  A = 0; B = 0.8; C = 1; D = 0.1
C/C(=N/NC(=O)CCn1nnc2ccccc21)c1ccc([N+](=O)[O-])cc1
  A = -2; B = -0.2; C = -1; D = 0.0
Cc1cccc2cc3c(nc12)OCC(=O)N(Cc1ccccc1)C3
  A = 14; B = 0.5; C = 58*; D = 26*
Cc1cccc(NC(=O)c2cc3c(ccc4ccccc43)o2)c1C
  A = 19; B = -0.5; C = -10; D = 0.4
CCCCCCSc1nsc(NC(C)=O)n1
  A = -26; B = 0.0; C = -44; D = -0.3
Cc1nnsc1C(=O)Nc1ccccc1C(F)(F)F
  A = 6; B = -1.7; C = 0; D = -0.1
CCn1ccnc1C(O)c1cccc(OC)c1 (configuration not stated)
  A = -6; B = -1.8; C = -2; D = 0.8
COc1ccc(NC(=O)CCS(=O)(=O)c2ccccc2)cc1Cl
  A = 8; B = -0.2; C = -17; D = -0.2
CC(=O)c1ccccc1C(=O)N1CCC(n2c(C3CCC3)nc3cccnc32)CC1
  A = -3; B = 2.1; C = 4; D = 0.1
COc1cccc(-n2nc(C(=O)NCc3ccccc3OC)c3ccccc3c2=O)c1
  A = 6; B = 1.2; C = -6; D = 0.0
O=C(NCc1cccnc1)c1cc([N+](=O)[O-])ccc1N1CCOCC1
  A = 3; B = -0.2; C = 12; D = 0.1
CCN=c1scc(-c2ccc(O)c(C(N)=O)c2)n1/N=C/c1cc(OC)ccc1OC
  A = 20; B = 0.3; C = -7; D = 0.0
N#CC(C(N)=O)C(=S)Nc1ccc(Cl)cc1 (configuration not stated)
  A = 2; B = -1.1; C = -2; D = 0.1
O=C(Nc1cccc(C(F)(F)F)c1)C1C2CC/C=C\CCC21 (configuration not stated)
  A = 20; B = 1.4; C = -9; D = 0.6
CC(C)(C)NC(=O)c1cccc(NC(=O)c2ccc(NC(=O)c3ccco3)cc2)c1
  A = -1; B = -1.6; C = 12; D = 0.7

# Further results follow.
# Abbreviations: A = MITF inh; B = GPR151 activ; C = TEAD-YAP inh; D = FBW7 activator
O=C(CN1CCCCC1)Nc1c(Cl)cc(Cl)cc1Cl
  A = -10; B = -1.1; C = -16; D = -0.3
CCOC(=O)c1ccc(COC(=O)CCc2nc3ccccc3[nH]c2=O)o1
  A = 3; B = 1.3; C = 5; D = 0.2
CCCC1=C(C(=O)OCC)C(c2ccc(OC)c(OC)c2OC)NC(=O)N1 (configuration not stated)
  A = 16; B = -0.5; C = 4; D = 0.1
CCOC(=O)C(C)CCNC(=O)c1sc2nc(C)nc(N3CCOCC3)c2c1C (configuration not stated)
  A = 23; B = 0.3; C = -6; D = 0.1
Cc1cc2c(cc1C)NC1(C(=O)Nc3ccccc31)C1=C(CC(C)(C)CC1=O)N2 (configuration not stated)
  A = -10; B = -0.9; C = 0; D = 0.0
CCOCCOC(=O)C1=C(C)N(C)C(=O)NC1c1ccc([N+](=O)[O-])cc1 (configuration not stated)
  A = 5; B = -0.3; C = 6; D = 0.0
CCc1cc(=O)oc2cc3occ(-c4ccccc4)c3cc12
  A = 10; B = -0.9; C = 15; D = 0.1
C/C(=N\NC(=O)c1c(C)nnn1-c1nonc1N)c1ccc([N+](=O)[O-])cc1
  A = -4; B = 1.3; C = 3; D = 0.0
CC(C)n1cnc2c(Nc3ccc(N4CCOCC4)cc3)nc(NCc3ccc4c(c3)OCO4)nc21
  A = 4; B = 1.0; C = -11; D = -0.2
COc1ccc(N2CCN(C(=O)CN3C(=O)C4CC=CCC4C3=O)CC2)cc1 (configuration not stated)
  A = 12; B = -0.2; C = 9; D = 0.1
CCCCC(CC)c1nnc(NC(=O)c2ccc(Cl)cc2Cl)s1 (configuration not stated)
  A = 7; B = -1.5; C = 1; D = 0.1
COc1ccc(S(=O)(=O)NCc2ccccc2)c2cccnc12
  A = 7; B = 0.1; C = -1; D = 0.1
Cc1nn(-c2ccc(F)cc2)c(C)c1/C=C/C(=O)N1CCNC(=O)C1
  A = -2; B = 0.5; C = -2; D = -0.3
COc1ccc(-c2nc3scc(CCNC(=O)Cc4ccccc4)n3n2)cc1
  A = 4; B = 1.9; C = 5; D = 0.0
O=C(OCC(=O)N1CCOCC1)c1cncc(Br)c1
  A = -1; B = -1.5; C = -7; D = 0.1

# The listing continues:
# Abbreviations: A = MITF inh; B = GPR151 activ; C = TEAD-YAP inh; D = FBW7 activator
CC(=O)c1cccc(NC(=O)C2CCCN2S(=O)(=O)c2cccc3nsnc23)c1 (configuration not stated)
  A = -5; B = -0.1; C = -4; D = -0.5
CCOc1ccc(C(=O)Nc2ccccc2C(N)=O)cc1OCC
  A = 21; B = -0.3; C = -18; D = 1.2
O=C(Nc1ccc(-c2csc(Nc3cccc(Cl)c3)n2)cc1)c1ccccc1
  A = -6; B = 0.3; C = 3; D = -0.1
COc1ccccc1N(Cc1ccccc1C#N)S(=O)(=O)c1cccs1
  A = 9; B = 0.4; C = -2; D = 0.2
COc1ccc(Cl)cc1N(CC(=O)NC1CCCC1)S(C)(=O)=O
  A = 12; B = 2.3; C = -2; D = 0.6
CCCOc1ccc(C2C(=O)N(C3CCCCC3)CC(=O)N2Cc2ccccc2OC)cc1OC (configuration not stated)
  A = 2; B = -1.3; C = -7; D = 0.0
COCCn1nnnc1CN(Cc1ccco1)Cc1cc2cc3c(cc2[nH]c1=O)OCO3
  A = 6; B = 1.5; C = 9; D = 0.0
O=C(/C=C/c1cccc(Br)c1)c1cccnc1
  A = -12; B = -0.4; C = -2; D = -0.1
CCN1C2=NC(=O)/C(=C\c3ccc([N+](=O)[O-])cc3)N2c2ccccc21
  A = 10; B = -0.5; C = -5; D = 0.1
COc1ccc(-c2csc(Nc3ccc(N(C)C)cc3)n2)cc1
  A = 15; B = -0.4; C = -57; D = -0.3
CC(=O)c1sc(NCC2CCCO2)nc1C (configuration not stated)
  A = 5; B = 1.9; C = 1; D = 0.0
COc1cccc(/C=N/N=C(\c2ccccc2)C23CN4CN(CN(C4)C2)C3)c1O
  A = 12; B = 0.2; C = -6; D = 1.4
O=C1CCCN1CCCNc1ncnc2nc(N3CCC(N4CCOCC4)CC3)[nH]c12
  A = 9; B = -0.1; C = -1; D = 0.0
COc1cccc(C(=O)N/N=C/c2ccc(Cl)cc2Cl)c1
  A = -5; B = -1.7; C = -23; D = 0.2
O=C(N/N=C/c1ccco1)C12CC3CC(CC(C3)C1)C2
  A = -1; B = 2.2; C = -34; D = -0.1

# In a second layout: results already given
# Each structure is followed by: MITF inh, GPR151 activ, TEAD-YAP inh, FBW7 activator
CC(=O)c1sc(NC(=O)CSc2ccccc2)nc1C
  1, 0.4, -45, 0.0
C=CCOC(=O)C1=C(C)NC2=C(C(=O)CCC2)C1c1cc(Br)c(O)c(OCC)c1 (configuration not stated)
  -7, -0.1, 9, -0.1

# Next part
# Abbreviations: A = MITF inh; B = GPR151 activ; C = TEAD-YAP inh; D = FBW7 activator
O=C(Cn1cnc2sc3c(c2c1=O)CCCC3)c1ccc(Br)cc1
  A = -4; B = -0.2; C = -2; D = -0.1
Cc1nnc(NC(=O)CSc2nc3c(c(=O)n2C)SCC3)s1
  A = 5; B = -0.9; C = 7; D = 0.3
Cn1nccc1Nc1ccc(-n2cc(CC(=O)NCCOc3ccccc3)c3ccccc32)nn1
  A = 9; B = -0.1; C = -7; D = 0.2
O=[N+]([O-])c1c(Nc2ccccc2)sc2ccccc12
  A = -10; B = 1.2; C = -6; D = -0.3
CCn1c(SCC(=O)Nc2ccc(OC)cc2[N+](=O)[O-])nnc1-c1cccc(N)c1
  A = 23; B = -1.3; C = 3; D = 0.3
COc1ccc(C2C3=C(CC(C)(C)CC3=O)NC3=C2C(=O)c2ccccc23)cc1OC (configuration not stated)
  A = 1; B = -0.8; C = -7; D = -0.1

# Part of the list above, showing only TEAD-YAP inh.
mol | TEAD-YAP inh
O=C(Cn1cnc2sc3c(c2c1=O)CCCC3)c1ccc(Br)cc1 | -2
Cc1nnc(NC(=O)CSc2nc3c(c(=O)n2C)SCC3)s1 | 7
